# Assay outcomes: PubChem BioAssay, Fisher Drug Discovery Resource Center
# hcGAS lum: inhibitors of human cGAS; recombinant h-cGAS, ATP depletion, Kinase-Glo luminescence; Q8N884; inhibition, % at 12.5 µM; 290,000 tested, 0.081% active;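 note: 0% = vehicle reaction and 100% = reaction without DNA for no activity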
# Target sequence (Q8N884 whole entry, looked up): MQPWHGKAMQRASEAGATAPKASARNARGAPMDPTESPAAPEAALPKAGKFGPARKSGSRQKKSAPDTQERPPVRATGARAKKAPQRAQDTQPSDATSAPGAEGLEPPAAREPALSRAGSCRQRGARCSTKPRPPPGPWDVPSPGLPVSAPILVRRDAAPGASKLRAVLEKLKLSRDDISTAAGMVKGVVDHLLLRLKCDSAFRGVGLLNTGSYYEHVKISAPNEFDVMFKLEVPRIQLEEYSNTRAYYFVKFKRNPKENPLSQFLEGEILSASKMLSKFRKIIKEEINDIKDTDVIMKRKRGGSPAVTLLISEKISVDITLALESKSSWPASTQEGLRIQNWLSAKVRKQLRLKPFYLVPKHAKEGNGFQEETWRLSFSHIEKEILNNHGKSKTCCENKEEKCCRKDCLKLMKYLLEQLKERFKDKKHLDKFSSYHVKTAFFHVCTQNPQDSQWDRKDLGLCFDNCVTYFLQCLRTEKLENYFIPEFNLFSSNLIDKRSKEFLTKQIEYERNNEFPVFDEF
# mcGAS inh: mouse cGAS inhibition by luminescence; 160,000 tested, 0.15% active; AID 1259399; Q8C6L5; recombinant cGAS, Kinase-Glo ATP depletion luminescence; inhibition, % at 12.5 µM;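 note: 0% = negative control wells and 100% = reference inhibitor with no enzyme activity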
# NPYLR7 ag: activates Aedes aegypti NPYLR7 receptor; activation, % at 10 µM; HEK293T NPYLR7/Galpha15, GCaMP6s calcium fluorescence; 270,000 tested, 0.15% active; in the data active = activation above about 40%;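 note: 0% = vehicle and 100% = reference agonist at the receptor; some compounds past the cut are filed as inactive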
# Active calls of the source: *; / = not tested or not shown; & = joins results of further samples. Cut-off read from the data, not from the text of the source, unless noted: active = inhibition above about 40%; inactive = the rest.
(1) CC1=C(C(=O)NC2CC(=O)N(Cc3cccc4ccccc34)C2)OCCO1 (stereo not drawn)
(2) CCc1cnc(CN(C)C2CCN(C3CC(C)OC3=O)C2)o1 (stereo not drawn)
(3) O=[N+]([O-])c1ccc(Nc2nc(N3CCOCC3)nc(N3CCOCC3)n2)cc1
(4) O=C(Nc1cccc(N2CCC(NCc3ccccc3OC(F)(F)F)CC2)c1)c1ccncc1
(5) Cc1nc2nc(C(F)(F)F)nn2c(C)c1CCC(=O)NC1=NCCS1
(6) CC1CCN(C2=CC(=O)OC23CCCCC3)CC1
(7) Cc1ccc(OC(C)C(=O)OCc2ccc(C#N)cc2)cc1 (stereo not drawn)
(8) CCN(CC)CCN(C(=O)C1=COCCO1)c1nc2ccc(Br)cc2s1

entry no.	1	2	3	4	5	6	7	8
hcGAS lum	-7	-13	-4	-5	0	-1	-1	-6
mcGAS inh	/	/	/	-26	1	/	/	-7
NPYLR7 ag	13	1	0	7	4	8	2	-4

(9) Fc1ccc(C2CC(c3ccccc3)=Nc3nc(C(F)(F)F)nn32)cc1F (stereo not drawn)
(10) CCNC(=O)O[C@H]1C(=O)N(C)C2(CCN(C(=O)c3cc(C)oc3C)CC2)[C@@H]1C(=O)OCC
(11) CCS(=O)(=O)Oc1ccc(Cl)cc1CN(CCN(C)C)C(=O)C1CCC1
(12) Cc1cc(Cl)cc(Br)c1OCCCCn1cncn1
(13) CCN(Cc1ccncc1)C(=O)CC1C(=O)NCCN1Cc1cccs1 (stereo not drawn)
(14) O=C(CCN(CCc1ccccc1)c1nc(-c2ccc(F)cc2)nc2ccccc12)Nc1ccccc1F
(15) CCCn1c(C2CC(=O)N(c3ccc(C)c(C)c3)C2)nc2ccccc21 (stereo not drawn)
(16) Cc1cc(C(=O)Nc2ncn(Cc3ccc(C#N)cc3)n2)n[nH]1

entry no.	9	10	11	12	13	14	15	16
hcGAS lum	-3	0	-1	-6	-7&-11	-9	-7	-2
mcGAS inh	/	-5	0	-8	-10	-6	-2	/
NPYLR7 ag	2	10	-3	-1	4	9	1	-2

(17) O=C(Nc1ccc(Br)cc1F)c1c(O)c2ccccc2[nH]c1=O
(18) CCCCN(CC(=O)Nc1cc(C(C)(C)C)nn1-c1ccccc1)C(=O)Nc1ccccc1Br
(19) O=C(c1ccc(Cl)cc1Cl)N(Cc1ccc(OS(=O)(=O)c2ccc(F)cc2)cc1)Cc1ccco1
(20) Cc1cccc(-c2nc3ccccn3c2Nc2c(C)cccc2C)c1
(21) COC(=O)[C@@H]1C[C@@H](OCc2ccccc2)CN1C(=O)c1ccc(-c2cc(C(F)(F)F)nn2C)s1
(22) COc1cc(Oc2ccccc2)ccc1N
(23) COc1ccc([C@H]2[C@@H](C#N)[C@H](C#N)N3CCCN23)cc1
(24) Cc1ccc(NC(=O)c2c(NC(=O)Cc3ccccc3)sc3c2CCCC3)cc1

entry no.	17	18	19	20	21	22	23	24
hcGAS lum	-1	-13	3	-7&-3	-1	-9	-5	-12
mcGAS inh	-4	-5	1	-5&0	/	/	/	1
NPYLR7 ag	10	19	/	-3&-5	3	3	1	-7

# Molecules shown so far that have a Cl atom, in the order listed:
(11) CCS(=O)(=O)Oc1ccc(Cl)cc1CN(CCN(C)C)C(=O)C1CCC1
(12) Cc1cc(Cl)cc(Br)c1OCCCCn1cncn1
(19) O=C(c1ccc(Cl)cc1Cl)N(Cc1ccc(OS(=O)(=O)c2ccc(F)cc2)cc1)Cc1ccco1

entry no.	11	12	19
hcGAS lum	-1	-6	3
mcGAS inh	0	-8	1
NPYLR7 ag	-3	-1	/

# The results go on:
(25) CCOC1CC(N=C2NS(=O)(=O)c3ccccc32)C12CCC2 (stereo not drawn)
(26) OCc1nc2ccccc2n1CCOc1ccc2ccccc2c1
(27) Cc1ccc(-c2csc(NC(=O)c3ccco3)n2)cc1[N+](=O)[O-]
(28) C=CCn1cc(/C=N\N2C(=O)C3C4C=CC(C4)C3C2=O)c2ccccc21 (stereo not drawn)
(29) COC(=O)C1C2CCC(C2)C1NC(=O)c1ccc[nH]1 (stereo not drawn)
(30) COc1ccc(C=C2N=C(c3ccccc3Br)OC2=O)cc1Br
(31) O=C1CN(CC2(O)CCCN(CCc3ccccc3)C2=O)CCN1C1CCCCC1 (stereo not drawn)
(32) CC(=O)Nc1ccc(S(=O)(=O)NCc2nnnn2-c2ccc(C)c(C)c2)cc1

entry no.	25	26	27	28	29	30	31	32
hcGAS lum	-11	-13	-1	-4	-8	-3	-3	-6
mcGAS inh	/	-2	/	/	/	-2	-15	-7
NPYLR7 ag	0	0	-7	1	-3	0	-1	2

# Compounds above containing a halogen (twelve):
(4) O=C(Nc1cccc(N2CCC(NCc3ccccc3OC(F)(F)F)CC2)c1)c1ccncc1
(5) Cc1nc2nc(C(F)(F)F)nn2c(C)c1CCC(=O)NC1=NCCS1
(8) CCN(CC)CCN(C(=O)C1=COCCO1)c1nc2ccc(Br)cc2s1
(9) Fc1ccc(C2CC(c3ccccc3)=Nc3nc(C(F)(F)F)nn32)cc1F (stereo not drawn)
(11) CCS(=O)(=O)Oc1ccc(Cl)cc1CN(CCN(C)C)C(=O)C1CCC1
(12) Cc1cc(Cl)cc(Br)c1OCCCCn1cncn1
(14) O=C(CCN(CCc1ccccc1)c1nc(-c2ccc(F)cc2)nc2ccccc12)Nc1ccccc1F
(17) O=C(Nc1ccc(Br)cc1F)c1c(O)c2ccccc2[nH]c1=O
(18) CCCCN(CC(=O)Nc1cc(C(C)(C)C)nn1-c1ccccc1)C(=O)Nc1ccccc1Br
(19) O=C(c1ccc(Cl)cc1Cl)N(Cc1ccc(OS(=O)(=O)c2ccc(F)cc2)cc1)Cc1ccco1

entry no.	4	5	8	9	11	12	14	17	18	19
hcGAS lum	-5	0	-6	-3	-1	-6	-9	-1	-13	3
mcGAS inh	-26	1	-7	/	0	-8	-6	-4	-5	1
NPYLR7 ag	7	4	-4	2	-3	-1	9	10	19	/

(21) COC(=O)[C@@H]1C[C@@H](OCc2ccccc2)CN1C(=O)c1ccc(-c2cc(C(F)(F)F)nn2C)s1
(30) COc1ccc(C=C2N=C(c3ccccc3Br)OC2=O)cc1Br

entry no.	21	30
hcGAS lum	-1	-3
mcGAS inh	/	-2
NPYLR7 ag	3	0

# Additional compounds follow:
(33) CC(=O)Oc1ccc2cc(-c3nnc(-c4ccccc4)o3)c(=O)oc2c1
(34) Cc1ccc(C)c(S(=O)(=O)Nc2ccc(NS(=O)(=O)c3ccc(F)c(F)c3)cc2)c1
(35) Cc1ccc(N2CCCn3c2nc2c3c(=O)n(CC(=O)OCc3ccccc3)c(=O)n2C)cc1C
(36) O=C(Nc1ccccc1Cl)c1cc(C2CCCN(C(=O)c3cccc(O)c3)C2)on1 (stereo not drawn)
(37) COc1ccccc1C(=O)NCCC(=O)NC1CC(=O)N(C)C1c1ccc(F)cc1 (stereo not drawn)
(38) FC(F)(F)c1nnc2ccc(Oc3cccnc3)nn12
(39) O=C(NCCCn1nc(-c2ccco2)ccc1=O)c1ccc(C(F)(F)F)cc1
(40) CCOc1ccc(-c2csc(N/N=C\c3ccc(OC)c(OC)c3)n2)cc1

entry no.	33	34	35	36	37	38	39	40
hcGAS lum	-4	-2	0	2	-15	2	-2	-7
mcGAS inh	-5	-4	-6	-8	-17	/	/	/
NPYLR7 ag	41	-4	9	0	3	-1	1	0

(41) Cn1ccnc1CN(CCn1c(=O)oc2ccccc21)C1CC1
(42) C=CCN(Cc1nc2sc3c(c2c(=O)[nH]1)CCCC3)CC(O)CCC (stereo not drawn)
(43) COc1cccc(-c2nc(C=Nc3cccc(F)c3)c(O)o2)c1
(44) Cc1cccc(NC(=O)Cn2c(-c3nnc(C(C)C)o3)cc3ccccc32)c1
(45) CCOCCOC(=O)C1=C(C)NC2=C(C(=O)CC(c3ccc(OC)cc3)C2)C1c1ccccc1F (stereo not drawn)
(46) Cc1nn2c(-n3ccnc3)c3c(nc2c1-c1ccccc1)CCC3
(47) O=S(=O)(c1ccccc1)c1ccc(Br)cc1
(48) O=C(NCCc1ccc(Cl)cc1)c1cnc2n(c1=O)CCS2

entry no.	41	42	43	44	45	46	47	48
hcGAS lum	-5	-2	-3	-6	4	-10	-6	-4
mcGAS inh	/	-2	/	-9	2	-9	-3	-8
NPYLR7 ag	25	-2	-6	-4	8	4	-3	/

(49) O=C1CNC(=S)N1C1CCCCC1
(50) O=S(=O)(c1cccc(F)c1)N1CCC(CCc2ccc3c(c2)OCO3)CC1
(51) O=C(CN1CCc2sccc2C1C1CC1)N1CCN(c2ccccn2)CC1 (stereo not drawn)
(52) O=C(NC[C@@H]1CCCO1)C1CC=CCC1C(=O)N1CCc2ccccc2C1 (stereo partly drawn)
(53) CCC(C)Sc1nc2c(c(=O)[nH]c(=O)n2C)n1Cc1ccccc1Cl (stereo not drawn)
(54) CCCS(=O)(=O)c1ccccc1C(=O)N(C)C1CCCCCCC1
(55) Cn1c(COc2ccccc2Cl)nnc1SCC(=O)c1ccc(NC(=O)C(C)(C)C)cc1
(56) C=CCN(c1ccccc1C(=O)O)S(=O)(=O)c1ccc(C)cc1

entry no.	49	50	51	52	53	54	55	56
hcGAS lum	-1	-2	-8	-7	1	-6	-3	-4
mcGAS inh	/	-3	/	-3	/	/	/	-4
NPYLR7 ag	-2	14	0	-6	-6	-1	4	3

(57) Cc1nc(C)c(Cc2ccccc2F)c(N2CCN(C(=O)c3cccc(Cl)c3)CC2)n1
(58) CCN(CC)Cc1cnc2c(C(=O)NCC(F)F)cnn2c1
(59) O=C(COc1ccccc1-c1ccccc1)NNC(=O)c1ccc[nH]c1=O
(60) O=C1CCCN1C1CCCN(Cc2ccccc2-c2ccccc2)C1 (stereo not drawn)
(61) COc1cccc(N2CCN(S(=O)(=O)NCc3ccccc3)C(C)C2=O)c1 (stereo not drawn)
(62) CC(=O)N1C=C(C)C2C=C([N+](=O)[O-])C=C(OCc3ccccc3)C21 (stereo not drawn)
(63) O=C(Cn1cc(C(F)(F)F)cc(Cl)c1=O)c1ccc2[nH]c(=O)[nH]c2c1
(64) CCCc1nc(N2CCN(C(=O)Nc3ccccc3F)CC2)c2c(C)nn(-c3ccccc3)c2n1

entry no.	57	58	59	60	61	62	63	64
hcGAS lum	2	-2	-6	-5	-7	0	-11	-5
mcGAS inh	1	2	-10	/	/	/	-6	-5
NPYLR7 ag	0	-4	1	5	8	2	2	10

(65) Cc1ccn(-c2ccc(N3CCCC(CCO)C3)nn2)n1 (stereo not drawn)
(66) O=C(NCCNc1cc(-n2cccn2)ncn1)Nc1ccccc1F
(67) CCCNC(=O)C(C)N1CC2CN3CCCCC3C2C1 (stereo not drawn)
(68) Cn1c(=NN=C2CC3C=CCC23)sc2ccccc21 (stereo not drawn)
(69) O=C(NC1CCCc2ccccc21)C1CSCCS1 (stereo not drawn)
(70) N#CCOc1cccc(NC(=O)N2CCc3sccc3C2)c1
(71) CN1CCCc2cc(C(CN)N3CCOCC3)ccc21 (stereo not drawn)
(72) COc1cccc(COC(C)C(=O)Nc2cccc3cn[nH]c23)c1 (stereo not drawn)

entry no.	65	66	67	68	69	70	71	72
hcGAS lum	-1	0	-5	-12	2	-2	-9	-1
mcGAS inh	/	-8	/	/	/	/	/	/
NPYLR7 ag	-22	-5	-2	-1	-5	2	7	2

(73) COC(=O)c1ccc(NC(=O)CSc2cn(CC(=O)N3CCCCC3)c3ccccc23)cc1
(74) CSc1cccc(NC(=O)C23CCC(=O)N2c2ccccc2C(=O)N3Cc2ccccc2)c1 (stereo not drawn)
(75) CSc1nc(NCC(C)C)c2cnn(CCNC(=O)c3ccc(F)c(F)c3)c2n1
(76) O=c1nc(SCc2ccc(Cl)cc2)nc2ccccn12
(77) O=c1c(N=Nc2cccc(Cl)c2)c(-c2ccc([N+](=O)[O-])cc2)[nH]n1-c1nc(-c2ccccc2)cs1
(78) Cc1nc2c3c(ncn2n1)CCN(C(=O)c1cccc(SC(F)F)c1)C3
(79) COCCn1c(C)cc(O)c(C(c2ccc(SC)cc2)N2CCN(c3ccccc3F)CC2)c1=O (stereo not drawn)
(80) COc1cccc(C2C(C(=O)c3ccco3)=C(O)C(=O)N2CCN2CCOCC2)c1OC (stereo not drawn)

entry no.	73	74	75	76	77	78	79	80
hcGAS lum	-9	-2	-4	-3	2	-1	-9	-7
mcGAS inh	-6	/	-6	-9	-4	-3	/	-8
NPYLR7 ag	-7	2	/	3	-4	-2	11	10

(81) CCOC(=O)Cc1nnc(Nc2cccc(C)c2)c2ccccc12
(82) c1ccc(Oc2ccc3c(-c4cccnc4)noc3n2)cc1
(83) Cc1ncsc1CCS(=O)(=O)Cc1cccc2ccccc12
(84) O=C(CN1CCCC1=O)Nc1cccc(OCCOc2ccccc2)c1
(85) Cc1c(Cl)c([N+](=O)[O-])nn1CC(=O)Nc1sc2c(c1C(N)=O)CCC(C)C2 (stereo not drawn)
(86) CC(C)c1nc(SCc2ccc(C(N)=O)cc2)n[nH]1
(87) CSC1CCC(NC(=O)NC2CCN(c3cccc(C)n3)CC2)C1 (stereo not drawn)
(88) O=c1cnc2ccccc2n1CCOc1ccc(Br)cc1

entry no.	81	82	83	84	85	86	87	88
hcGAS lum	-1	-12	-3	3	-4	2	4	-9
mcGAS inh	/	-7	/	/	/	/	/	/
NPYLR7 ag	-17	0	1	3	-3	-3	-10	1
